Bioassay records: PubChem, Broad Institute
esBAF inh: Bmi1 luciferase reporter increase in mESCs, primary screen, esBAF inhibitor project, mouse ES cells, Bmi1 luciferase knock-in, single point; reporter increase, % at 12.5 µM; hit rate 2% among 350,000; 24 h; 100% = twice the neutral-well signal; in the data active means activation above about 40%; inconclusive means no clear call, values can overlap the other calls;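 further: 0% = median of the plate's neutral control wells and 100% = double that signal; a rise in the Bmi1 reporter signal indicates esBAF inhibition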
ARNT-TACC3 inh: disruptors of ARNT/TACC3 protein interaction, primary screen, biochemical, AlphaScreen, single concentration | inhibition, % at 9.99 µM | hit rate 0.66% among 390,000 | Transforming acidic coiled-coil-containing protein 3 (Homo sapiens), Q9Y6A5 | AlphaScreen His-ARNT PAS-B/GST-TACC3 binding, luminescence; TACC3 fragment carries E629A point mutation;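 active means mean inhibition of replicates at least 50% and at least half of replicates each reaching 50%; inconclusive means half or more replicates reach 50% but mean below 50%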;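 further: 0% = complete ARNT plus TACC3 wells and 100% = ARNT alone without TACC3; many hits fall short of the cut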
RAD54 inh: inhibitors of human RAD54 branch migration, primary screen, biochemical, fluorescence, single point; RAD54 Holliday junction branch migration, FAM/BHQ fluorescence; DNA repair and recombination protein RAD54-like (Homo sapiens), Q92698; inhibition, % at 10.4 µM; hit rate 0.14% among 360,000;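 active means mean normalized replicate activity at least 40 and at least half of replicates scoring 40 or more; inconclusive means only one of the two criteria met; inactive means mean below 40 and under half of replicates reaching 40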;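 further: 0% = median of neutral control wells and 100% = median of positive control wells; inhibitors cause a drop in the FAM fluorescence signal; in these data hits start at about 50%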
Target sequence (Q92698 whole entry, looked up): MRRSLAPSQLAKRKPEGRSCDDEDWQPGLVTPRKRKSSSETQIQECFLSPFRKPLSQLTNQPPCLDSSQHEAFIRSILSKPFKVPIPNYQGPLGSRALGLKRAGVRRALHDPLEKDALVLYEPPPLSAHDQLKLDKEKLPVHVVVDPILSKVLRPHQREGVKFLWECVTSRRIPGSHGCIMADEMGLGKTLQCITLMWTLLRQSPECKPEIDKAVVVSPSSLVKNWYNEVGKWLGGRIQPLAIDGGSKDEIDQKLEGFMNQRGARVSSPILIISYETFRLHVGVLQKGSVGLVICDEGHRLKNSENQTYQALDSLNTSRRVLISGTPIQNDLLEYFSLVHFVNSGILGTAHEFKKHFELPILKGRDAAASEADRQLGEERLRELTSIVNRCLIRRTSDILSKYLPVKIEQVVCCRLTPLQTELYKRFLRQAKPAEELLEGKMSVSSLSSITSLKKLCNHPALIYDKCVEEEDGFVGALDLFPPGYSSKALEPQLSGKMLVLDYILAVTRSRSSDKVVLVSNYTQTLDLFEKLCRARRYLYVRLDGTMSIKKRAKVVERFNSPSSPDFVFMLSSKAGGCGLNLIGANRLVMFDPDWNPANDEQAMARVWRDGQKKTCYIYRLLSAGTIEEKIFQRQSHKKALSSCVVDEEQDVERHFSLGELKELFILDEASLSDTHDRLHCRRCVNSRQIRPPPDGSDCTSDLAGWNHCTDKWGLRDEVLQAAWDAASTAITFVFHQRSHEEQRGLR
* = called active by the depositor; ? = inconclusive; . = no result given.

Order of results – RAD54 inh	esBAF inh	ARNT-TACC3 inh
O=C(CSc1ccccc1)NCc1cccnc1
 : 1	-23	.
O=C(O)c1cc(-c2ccncc2)nc2ccc(S(=O)(=O)N3CCOCC3)cc12
 : 1	-2	.
CN(C)c1nc(N2CCN(c3ccc(F)cc3)CC2)c(C#N)c(=O)o1
 : 15	7	.
CCOC(=O)N1CCN(C(=O)CSc2nnc(CNC(=O)c3ccccc3F)o2)CC1
 : -7	-8	.
COc1cccc(NC(=O)c2nc3ncccn3n2)c1
 : -6	11	.
Cc1cccc(-c2cc(C(=O)Nc3sc(C)c(C)c3C(N)=O)c3ccccc3n2)c1
 : 2	10	.
COc1ccccc1N1CCN(C2CCN(C(=O)c3cc(OC)c(OC)c(OC)c3)CC2)CC1
 : 4	13	.
Cc1cc(NC(=O)CSc2nnnn2Cc2ccccc2)no1
 : -6	2	.
COc1ccc(N(C(=O)c2ccco2)S(=O)(=O)c2cc(OC)ccc2OC)cc1
 : -6	15	.
CC1CCN(C(=O)CN2C(=O)C(C)(C)Oc3ccc(C(=O)NC4CCCC4)cc32)CC1
 : -5	4	.
CN(C)CCNS(=O)(=O)c1ccc(Cl)cc1
 : -1	0	.
O=C(Cn1c(C(F)(F)F)nc2ccccc21)N1CCCC1
 : 4	-4	.
COc1cc(/C=N/n2cnnc2)ccc1OCCSc1ccc(C)cc1
 : -7	35	.
CC(C)CCn1nnnc1C(c1ccc(F)cc1)N1CCC(C(N)=O)CC1 (stereo unspecified)
 : -4	7	.
CCc1nc(C)c(C#N)c2cc(OC)c(OC)cc12
 : -1	1	.
O=C(Nc1cccnc1)c1ccc(COc2cc(Cl)ccc2Cl)o1
 : 3	27	.
O=C(NCCN1CCOCC1)c1ccc2ccccc2c1
 : -1	-8	.
COC(=O)c1ccc2c(=O)n(CC3CCCO3)c(SCC(=O)Nc3ccccc3Cl)nc2c1 (stereo unspecified)
 : 4	50*	.
CCOC(=O)CN1C(=O)SC(CC(=O)Nc2nccs2)C1=O (stereo unspecified)
 : -6	-22	.
CN(C)c1nc(Oc2ccc(C(=O)OCC(=O)Nc3ccccc3)cc2)nc(N(C)C)n1
 : 2	0	.
N#Cc1ccccc1NC(=O)CNc1ccccc1N1CCCCC1
 : 1	6	.
CCCS(=O)(=O)c1nc(S(=O)(=O)c2ccc(C)cc2)c(N2CCCC2)s1
 : -4	1	.
CSC(=NS(=O)(=O)c1ccccc1)SC
 : 11	-11	.
O=C(NC1CCCCC1)NC1CCN(S(=O)(=O)Cc2ccccc2)CC1
 : -1	1	.
Cn1cc(-c2coc3c(C(=O)NCc4ccco4)cccc23)cn1
 : -1	72*	.
CCOC(=O)Cc1c(C)nc2c(-c3ccccc3OC)c(C)nn2c1C
 : -17	1	.
O=[N+]([O-])c1cc(Cl)ccc1Nc1ccccc1
 : -1	-1	.
CSc1nc(C)c2c(c1C#N)CCCC2
 : -13	6	.
CCOC(=O)CSc1nc2ccccc2c(=O)n1CCC(=O)NCCc1ccc(OC)c(OC)c1
 : -2	9	.
O=C(O)CC(c1cccc2ccccc12)n1cccc1 (stereo unspecified)
 : -12	1	.

New compounds follow.
Order of results – RAD54 inh	esBAF inh	ARNT-TACC3 inh
O=C(N/N=C/C(Cl)=C/c1ccccc1)c1cnccn1
 : 1	24	.
Cc1ccc2nnc(Cl)n2n1
 : -3	-10	.
COc1ccccc1NC(=O)c1nnn(CC(=O)Nc2ccccc2)c1N
 : -4	1	.
O=C1CC(c2ccco2)CC(O)=C1C=NCC1NCCc2ccccc21 (stereo unspecified)
 : 4	-2	.
c1ccc(-c2cnc(SCCN3CCOCC3)n2CC2CCCO2)cc1 (stereo unspecified)
 : -2	-1	.
O=C(O)COc1ccccc1O
 : -2	-7	.
CN(C)c1ccc(/C=N/N2C(=S)SC(C)(C)C2N(O)C(=O)Nc2ccc([N+](=O)[O-])cc2)cc1 (stereo unspecified)
 : 1	12	.
CC(C)C(=O)N1CCCC1(C)C(=O)Nc1ccc2c(c1)OCO2 (stereo unspecified)
 : 1	-2	.
Cc1ccc(-n2c(SCC(=O)Nc3ccc4c(c3)OCO4)nnc2-c2ccoc2C)cc1
 : -3	12	.
CCN(C(=O)c1c(OC)cccc1OC)c1nnc(-c2cccnc2)s1
 : -3	2	.
Cn1nnc(NC(=O)c2ccccc2)n1
 : -3	-1	.
O=C(C1CCN(S(=O)(=O)c2cccc3cccnc23)CC1)N1CCN(C2CCCCC2)CC1
 : 2	-1	.
CSC1=N/C(=C\c2ccc(C)o2)C(=O)S1
 : -3	6	.
c1ccc(SCc2nc(-c3ccccn3)no2)cc1
 : -7	26	.
O=C(Cc1ccc(Br)cc1)N1CCCCCC1
 : -6	57*	.
Cc1ccccc1C(=O)NC1CCN(Cc2nnnn2Cc2ccccc2)CC1
 : -11	0	.
O=C1N=C(N2CCC(Cc3ccccc3)CC2)S/C1=C/c1cn[nH]c1-c1ccccc1
 : 9	14	.
CCC1Nc2ncnc(N3CCc4ccccc4C3)c2N(Cc2ccc(Br)cc2)C1=O (stereo unspecified)
 : -4	-4	.
CCCOCC1CC2(SC(=Nc3ccc(C)cc3)NC2=O)C(=O)O1 (stereo unspecified)
 : -60	-3	.
N#Cc1nc(-c2ccc(Cl)cc2)oc1NCCc1ccccn1
 : -5	24	.
Cc1cc(C(=O)O)c(=O)[nH]c1C
 : 8	-4	.
COc1ccc2cc(CN(Cc3ccco3)C(c3nnnn3C3CCCCC3)C(C)C)c(=O)[nH]c2c1 (stereo unspecified)
 : -14	-3	.
Cc1cc(Cl)ccc1Oc1ncc(CN2CCN(c3ccccc3)CC2)s1
 : 6	1	.
Cn1nnc2cc(C(=O)N3CCC(c4ccccc4)C3)ccc21 (stereo unspecified)
 : -8	20	.
Cc1cc(C)c(S(=O)(=O)c2ccccc2)c(OC(=O)c2ccc(Cl)cc2Cl)n1
 : -22	5	.
Cn1cc(C(=O)N2CCN(c3ccccn3)CC2)c(=O)c2cc(S(=O)(=O)N3CCOCC3)ccc21
 : -5	0	.
C1=CC2=NC34CCCCC3CC3=C(CCCC3)N4C2=CC1=NC1CCCCC1 (stereo unspecified)
 : 4	.	10
CCc1cccc(CC)c1NC(=O)c1cccc(NC(=O)c2ccccc2)c1
 : 7	.	31
O=c1cc(CO)oc(C(Nc2ccccn2)c2ccc(F)cc2)c1O (stereo unspecified)
 : 0	.	0
Nc1ccc(C(=O)N2CCN(S(=O)(=O)c3ccc(Cl)cc3)CC2)cc1[N+](=O)[O-]
 : 15	.	12

Some of the entries so far, with each value named:
COc1ccccc1NC(=O)c1nnn(CC(=O)Nc2ccccc2)c1N
  RAD54 inh: -4
  esBAF inh: 1
  ARNT-TACC3 inh: .

O=C1CC(c2ccco2)CC(O)=C1C=NCC1NCCc2ccccc21 (stereo unspecified)
  RAD54 inh: 4
  esBAF inh: -2
  ARNT-TACC3 inh: .

(more compounds)
Order of results – RAD54 inh	esBAF inh	ARNT-TACC3 inh
CCOC(=O)c1c(NC(=O)CSc2nnc(C)s2)sc2c1CCCCC2
 : 11	.	-3
NC1=NC(=O)CC(C(=O)NCCc2ccccc2)S1 (stereo unspecified)
 : 2	.	1
O=C(Nc1cccc(Cl)c1)OCc1ccccn1
 : -1	.	17
CCCOc1ccc(CSC2=NCCN2)cc1[N+](=O)[O-]
 : -11	.	-4
Clc1ccc2[nH]c3c(NCCCN4CCOCC4)ncnc3c2c1
 : ?	.	6
O=C(CN1C(=O)c2ccccc2C1=O)c1ccccc1
 : -4	.	-2
c1cc(-c2nn[nH]n2)ccc1CN1CCCCC1
 : -3	.	-3
COc1ccc(C(c2nnnn2C2CCCC2)N2CCN(c3ccccc3)CC2)cc1 (stereo unspecified)
 : 9	.	4
Cc1nn(-c2ccccc2)c(Cl)c1C(=O)Nc1nnc(C2CCCCC2)s1
 : 4	.	3
Cc1ccccc1NC(=O)C1c2cccc[n+]2CC(=O)N1c1c(C)cccc1C (stereo unspecified)
 : -9	.	6
Cc1cc(NCCCN2CCOCC2)n2c(nc3ccccc32)c1C#N
 : 53*	.	9
Cc1ccc(CN2C(=O)CCC2C(=O)NCc2ccc3c(c2)OCO3)cc1 (stereo unspecified)
 : 0	.	3
CCN1CC=C2C(C#N)=C(N)C(C#N)(C#N)[C@H](c3ccoc3)[C@H]2C1
 : -38	.	11
C=CCNc1nc(-c2ccccn2)nnc1-c1ccccc1
 : 3	.	104*
CCOCN(C(=O)Cn1c(COC)nc2ccccc21)c1c(C)cccc1CC
 : -11	.	0
CCOC(=O)c1nc2cc3n(c(C)c-2c1C)C(C)C(C)=C3C (stereo unspecified)
 : 5	.	2
COc1cc2c(cc1OC)CN(C(=O)CSc1nnc(C)s1)CC2
 : 6	.	4
COc1cccc(NC(=O)Cc2ccc(C)cc2)c1
 : 9	.	7
O=C1c2ccccc2C(=O)N1Cc1nc2ccccc2o1
 : 1	.	-1
COc1ccc2cc3cc(C(=O)NCCCN4CCOCC4)oc3nc2c1
 : 60*	.	6
Nc1c(C(O)(C(F)(F)F)C(F)(F)F)cc(C(O)(C(F)(F)F)C(F)(F)F)c2ccccc12
 : -9	.	-4
CN1CC(=O)N(C)c2ncn(Cc3ccccc3)c2C1=O
 : 5	.	-1
Cc1cc(OCc2ccc(C(=O)n3cccn3)o2)ccc1Cl
 : 6	.	-3
CCOC(=O)Cc1cc(=O)n2[nH]c(C)cc2n1
 : -11	.	-3
CC1CCN(C(=O)c2ccc3c(c2)OCCO3)CC1
 : -4	.	1
O=C(CSc1n[nH]c(-c2ccncc2)n1)Nc1ccccn1
 : 1	.	0
Cc1ccccc1C(=O)NC(=S)Nc1sc2c(c1C#N)CCCC2
 : 6	.	0
Cc1ccc(C(O)c2nc3ccccc3n2C(C)C)cc1 (stereo unspecified)
 : -1	.	0
O=c1c2sc(-c3ccccc3)cc2nc2n1CCC2
 : 2	.	-3
Cc1nnc(SCc2ccc(C(=O)O)cc2)s1
 : 6	.	10

(next part)
Order of results – RAD54 inh	esBAF inh	ARNT-TACC3 inh
COc1cccc(CN(CC(=O)NC2CCCC2)C(=O)Cn2nnc(-c3cccs3)n2)c1
 : 1	.	1
COc1ccccc1CNC(=O)CSc1nc(N)c(C#N)c(-c2cccs2)c1C#N
 : -6	.	-27
O=C(O)c1ccc(S(=O)(=O)N2CCCCCC2)cc1
 : -9	.	-3
CCOc1ccc2c(c1)-c1c(ssc1=S)C(C)(C)N2C
 : -3	.	27
COc1ccc(C2C(C#N)=C(N)Oc3c2oc(CO)cc3=O)c(OC)c1OC (stereo unspecified)
 : 3	.	17
CCOC(=O)N1CCN(C(=O)c2ccc(OC)c(OC)c2)CC1
 : -13	.	-3
Cc1ccc(Oc2nc3ccccc3n3c(C)nnc23)c(C)c1
 : -5	.	-2
O=C(Nc1ccc2nc3n(c(=O)c2c1)CCCC3)c1cc([N+](=O)[O-])ccc1F
 : -5	.	5
Cc1nn(Cc2ccc(Cl)c(Cl)c2)c(C)c1NC(=O)c1sc2ccccc2c1Cl
 : 9	.	-12
Cc1cccc(C)c1NC(=O)C(NC(=O)c1ccccn1)c1ccc([N+](=O)[O-])cc1 (stereo unspecified)
 : 1	.	-16
O=C(NCCCN1CCCC1=O)c1ccc(Cl)c(NS(=O)(=O)c2ccc(F)cc2)c1
 : -6	.	26
Cc1nc(SCC(=O)Nc2ccc(C)c(F)c2)c2oc3ccccc3c2n1
 : -14	.	-7
O=C(N/N=C/c1ccc(O)cc1)c1csc2ccccc12
 : -11	.	9
CCOc1ccc(NC(=O)CN(C)CC(=O)Nc2cccc(Cl)c2C)cc1OCC
 : -9	.	7
COc1ccc(C2CC(c3cc(OC)ccc3OC)n3nnnc3N2)cc1 (stereo unspecified)
 : 2	.	-1
Cc1ccc(CNC(=O)C(C)OC(=O)c2cccs2)cc1 (stereo unspecified)
 : 2	.	1
Cc1ccc(NC2=Nc3ccccc3N3C2=Nc2c(c(C)nn2-c2ccccc2)C3c2ccc(O)c(O)c2)cc1 (stereo unspecified)
 : -14	.	-3
OC1C2(Cc3ccccc3)CN3CCN(C2)CC1(Cc1ccccc1)C3 (stereo unspecified)
 : 8	.	-1
Cc1cc(NC(=O)CSc2nc3ccccc3c(=O)n2Cc2ccccc2)no1
 : -4	.	-5
CCN(CC)CCCNC(=O)c1sc2nc(-c3ccc(F)cc3)cn2c1C
 : 17	.	-7
CCS(=O)(=O)c1ccc(C(=O)Nc2cccc(Cl)c2)c(Cl)c1Cl
 : -4	.	-2
c1ccc(-n2nnnc2NCCCN2CCOCC2)cc1
 : -18	.	4
COc1cc(NC(=O)CN(C)S(=O)(=O)c2ccc(C)cc2)cc(OC)c1
 : 1	.	-1
Cn1c(=O)oc2cc(S(=O)(=O)N3CCN(C(=O)c4ccco4)CC3)ccc21
 : -22	.	1
CCc1ccc(C(C)NC(=S)NC2CCCCC2)cc1 (stereo unspecified)
 : 1	.	10
CC1CCCC(NC(=O)CC2Nc3ccccc3NC2=O)C1C (stereo unspecified)
 : -3	.	-4
C[C@@H](CN1CCC[C@H]1CN1C(N)=NC[C@@H]1Cc1ccccc1)N1C[C@@H](Cc2ccccc2)N(CCCC2CCCC2)C1=N
 : 24	.	17
COC(=O)c1sccc1NC(=O)CSc1cc(Cl)ccc1Cl
 : -10	.	24
Cc1ccc(CNS(=O)(=O)N(C)C)cc1
 : -5	.	-3
CN(C)c1ccc(/C=C(\Cl)c2nc3ccccc3s2)cc1
 : -16	.	-1

These rows are one share of the data; rates above refer to the full screens.
